Compound activity from PubChem.
FAS-TE inh = FAS thioesterase (human) inhibition | inhibition, % at 15 µM | P49327 | AID 602261 | 360,000 tested, 0.67% active | recombinant FAS-TE, OMFH fluorogenic substrate, fluorescence endpoint;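 active = compounds whose normalised, plate-corrected inhibition of enzyme fluorescence in the single-dose primary screen is 50% or more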;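 also: 0% = DMSO with enzyme and 100% = substrate without enzyme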
MsrA inhibitor = inhibits bovine methionine sulfoxide reductase A. purified bovine MsrA, absorbance read-out. inhibition, % at 15.5 µM. 360,000 tested, 0.75% active. AID 651718; in the data active = inhibition above about 4.5%;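 also: 0% = vehicle wells with enzyme and 100% = reference inhibitor wells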
CendR NRP1 mod = NRP-1/CendR interaction modulation; O14786; FAM-RPARPAR peptide binding to NRP-1, fluorescence polarization; inhibition, % at 25 µM; 360,000 tested, 0.85% active; AID 602438;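 active = inhibition or corrected inhibition above about 18%, plus a signal ratio from 0.5 to 1.5, limit read from the data, passing the limit was not always enough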; also: strong numbers were not always called active
eLon inh = inhibitors of E. coli Lon protease; purified E. coli Lon protease, fluorescence polarization; inhibition, % at 7.94 µM; 360,000 tested, 0.42% active; AID 602123; in the data active = inhibition above about 13%, passing the limit was not always enough;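 also: 0% = enzyme with probe and DMSO and 100% = no enzyme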
Rin1 Abl inh = inhibitors of human Rin1-Abl protein interaction; AID 588664; 360,000 tested, 0.4% active; inhibition, % at 7.35 µM; TR-FRET Rin1/Abl binding, biochemical; P00519+Q13671; in the data active = inhibition above about 5%, passing the limit was not always enough
SKN-1 inh = inhibitors of C. elegans SKN-1. 360,000 tested, 0.49% active. inhibition, % at 21.8 µM. C. elegans VP596 Pgst-4::GFP/RFP ratio, acrylamide-induced, 24 h;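 active = interference check ratio from 0.5 to 1.5 plus GFP to RFP signal ratio inhibition reaching or exceeding a fixed threshold, cut at about 30% in these data, passing the limit was not always enough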; also: some compounds called inactive have numbers as strong as hits
Neddylation inh = blocks human cullin neddylation; 360,000 tested, 0.58% active; P61081+Q13564; TR-FRET cullin neddylation, biochemical; calls only at 25 µM; in the data active = inhibition above about 36%
Target sequence (P61081 whole entry, looked up): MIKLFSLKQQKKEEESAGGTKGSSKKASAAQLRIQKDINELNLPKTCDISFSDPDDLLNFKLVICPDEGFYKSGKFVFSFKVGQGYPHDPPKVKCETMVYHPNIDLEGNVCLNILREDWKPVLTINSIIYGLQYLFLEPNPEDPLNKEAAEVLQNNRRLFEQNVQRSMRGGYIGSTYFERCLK
Target sequence (Q13564 whole entry, looked up): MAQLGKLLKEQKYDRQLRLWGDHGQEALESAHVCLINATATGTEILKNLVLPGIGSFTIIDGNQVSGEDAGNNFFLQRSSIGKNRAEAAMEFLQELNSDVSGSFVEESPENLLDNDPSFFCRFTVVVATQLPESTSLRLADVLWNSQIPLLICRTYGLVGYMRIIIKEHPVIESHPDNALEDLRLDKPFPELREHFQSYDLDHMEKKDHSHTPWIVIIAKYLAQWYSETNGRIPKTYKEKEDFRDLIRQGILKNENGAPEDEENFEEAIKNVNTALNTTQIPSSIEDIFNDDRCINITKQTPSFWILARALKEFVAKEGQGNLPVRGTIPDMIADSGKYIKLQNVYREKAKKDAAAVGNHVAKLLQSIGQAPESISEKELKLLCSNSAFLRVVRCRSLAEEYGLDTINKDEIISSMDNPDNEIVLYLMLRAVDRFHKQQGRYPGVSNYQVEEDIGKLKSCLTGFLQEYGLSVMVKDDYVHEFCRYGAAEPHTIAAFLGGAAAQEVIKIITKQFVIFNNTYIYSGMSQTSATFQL
MT1-MMP act inh = inhibitors of human MT1-MMP activation. AID 651647. HT1080 RFP-PRO-GFP cells, GFP/RFP ratio fluorescence, overnight; percent of plate control window, DMSO zero. P50281. GFP/RFP ratio change, % at 20 µM. 360,000 tested, 0.061% active;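 active = GFP/RFP ratio change of at least 30% with cell ATP level not reduced by more than half and red fluorescence within 50% of control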; also: strong numbers were not always called active
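Assay system: HT1080 cells carrying an RFP-PRO-GFP reporter | Dosing: Single dose of 20 µM compound, 1% DMSO final | Incubation: Cells overnight before dosing, compound overnight, 37 °C, 5% CO2 | Evaluation: GFP/RFP fluorescence ratio | Control set: DMSO and RFP-L50D-GFP cell wells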
bovine MsrA act = activates bovine MsrA enzyme | AID 602163 | purified bovine MsrA, absorbance read-out | activation, % at 10.6 µM | 360,000 tested, 0.3% active; in the data active = activation above about 7.5%;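 also: 0% = vehicle and 100% = reference activator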
* hit, by the source's call; i = inactive; . = no result given; + = active, no number.

SMILES	FAS-TE inh	MsrA inhibitor	CendR NRP1 mod	eLon inh	Rin1 Abl inh	SKN-1 inh	Neddylation inh	MT1-MMP act inh	bovine MsrA act
Cc1cc(NC(=S)NC(=O)C2CC2)ccc1Br	16.1	-1.2	3.2	-16.2	1.7	7.2	i	7.1	-3.4
CCOc1cc(C(=O)Nc2ccccc2F)cc(Br)c1OCC	23.0	-1.3	11.5	0.8	0.4	13.3	i	-2.6	-1.3
Cc1cccc(C(=O)Nc2nnc(SCC(=O)NC3CC3)s2)c1	-5.6	0.7	-1.1	-7.6	-1.6	14.8	i	0.3	-4.2
O=C1C(O)=C(O)C(=O)c2ccccc21	-3.0	1.3	2.2	-7.7	23.6*	-5.2	i	3.4	-8.4
C/C=C/C=[N+](\[O-])C(C)/C(=N/O)c1ccc(F)cc1 (centres undefined)	-12.7	0.3	3.7	-9.5	-2.7	-23.1	i	-1.3	-13.6
CCc1cccc2c(C#N)cn(CC(=O)NCCOC)c12	0.7	1.6	-0.7	-3.4	-1.2	4.5	i	1.8	-2.7
Cc1cc(S(=O)(=O)N2CCCC2)ccc1OCC(=O)NCc1ccccn1	-2.7	-1.0	-5.4	-3.8	-1.4	9.2	i	2.3	-3.2
C=CCn1c(SCC(=O)NC2CCCCC2)nnc1-c1cccnc1	-7.6	-0.9	4.5	0.6	0.1	-8.6	i	2.3	-7.9
COc1ccc(NC(=O)CC2SC(=N)N(c3ccccc3)C2=O)c(OC)c1 (centres undefined)	-4.8	-0.3	0.4	0.0	-2.9	-0.9	i	-2.7	0.8
COC(=O)CC/C(=N/Nc1ccc(Cl)c(Cl)c1)C(=O)OC	22.4	1.7	-21.0	0.3	4.0	-6.7	i	-1.1	-6.8
CCN1CCN(S(=O)(=O)c2ccc(Cl)c(C(=O)Nc3ccccc3N3CCCCC3)c2)CC1	19.7	-0.4	-6.6	5.4	0.5	5.1	i	-0.5	0.4
CSc1ccc(Cl)c(C(=O)Nc2ccc(C)cn2)c1	2.4	1.7	18.4	-6.5	-1.3	4.3	i	-1.4	-1.0
CS(=O)(=O)c1nc(-c2ccc(Br)cc2)n[nH]1	-2.6	-0.6	9.2	4.0	1.9	-3.6	i	1.9	-7.8
Cc1ccc(CC(=O)NNC(=O)c2ccncc2)cc1C	-4.3	1.4	4.7	-5.2	2.6	-3.6	i	2.4	-4.7
Cc1cc(C)nc(NS(=O)(=O)c2ccc(NC(=O)C3CC3)cc2)n1	-5.4	-0.3	3.8	8.0	6.9	7.9	i	3.6	-10.4
O=C(Cc1ccccc1)NNC(=S)NC(=O)c1cccnc1	-7.6	-0.6	-1.4	0.6	0.4	9.4	i	-1.4	7.4
Cc1ccc(C)c2nc3sc(C(=O)O)cc3cc12	-1.6	2.5	0.3	-17.0	3.6	-13.6	i	0.5	-2.8
Cc1ccc(C(=O)Nc2nc3ccccc3n3nnnc23)cc1	3.7	0.3	0.7	2.7	-2.5	-11.2	i	-3.5	-2.6
NS(=O)(=O)c1cccc(NC(=O)COC(=O)CSCc2ccccc2)c1	-3.1	0.1	16.1	5.9	1.0	-2.6	i	0.7	0.9
Cc1[nH]nc2nc(SCC(=O)NCC3CCCO3)n(-c3ccc(Br)cc3)c(=N)c12 (centres undefined)	-8.8	-0.7	0.7	0.9	2.3	1.5	i	5.8	5.2
Cc1ccc(C(=O)NCCSc2snnc2C)cc1	-5.3	0.1	-6.5	3.7	1.2	-8.9	i	-2.1	-6.4
COc1ccccc1C(=O)NC(=O)COC(=O)c1ccc([N+](=O)[O-])cc1Cl	-4.1	0.3	-9.0	-1.4	0.5	8.5	i	-2.7	-0.7
Cc1ccc(NC(=O)C(C)c2cccc(C(=O)c3ccccc3)c2)cc1 (centres undefined)	14.5	0.5	-7.9	6.8	-0.3	14.0	i	8.1	-2.2
CN(C)Cc1nc2c(c(=O)[nH]1)C(C)(C)Cc1ccccc1-2	0.3	-0.8	15.6	-7.1	0.0	5.9	i	9.7	3.5
COC(=O)CC1N(S(=O)(=O)c2ccc(C)cc2)c2ccccc2C1(C(=O)OC)C(=O)OC (centres undefined)	.	1.5	2.0	.	.	7.0	i	-1.2	.

Next section; the last five above are carried over.
SMILES	FAS-TE inh	MsrA inhibitor	CendR NRP1 mod	eLon inh	Rin1 Abl inh	SKN-1 inh	Neddylation inh	MT1-MMP act inh	bovine MsrA act
Cc1ccc(C(=O)NCCSc2snnc2C)cc1	-5.3	0.1	-6.5	3.7	1.2	-8.9	i	-2.1	-6.4
COc1ccccc1C(=O)NC(=O)COC(=O)c1ccc([N+](=O)[O-])cc1Cl	-4.1	0.3	-9.0	-1.4	0.5	8.5	i	-2.7	-0.7
Cc1ccc(NC(=O)C(C)c2cccc(C(=O)c3ccccc3)c2)cc1 (centres undefined)	14.5	0.5	-7.9	6.8	-0.3	14.0	i	8.1	-2.2
CN(C)Cc1nc2c(c(=O)[nH]1)C(C)(C)Cc1ccccc1-2	0.3	-0.8	15.6	-7.1	0.0	5.9	i	9.7	3.5
COC(=O)CC1N(S(=O)(=O)c2ccc(C)cc2)c2ccccc2C1(C(=O)OC)C(=O)OC (centres undefined)	.	1.5	2.0	.	.	7.0	i	-1.2	.
CCCOc1ccc(N2C(=O)CC(N3CCN(c4ccccc4OC)CC3)C2=O)cc1 (centres undefined)	0.7	-0.6	-6.4	-4.8	-0.4	-1.7	i	-3.4	-0.6
NC(c1csc(Nc2ccc(C(=O)c3ccccc3)cc2)n1)c1ccccc1Cl (centres undefined)	-6.1	1.7	7.1	2.3	-5.2	-5.0	.	-18.7	-1.3
OCCc1ccc(-c2ccc(Cl)cc2)o1	-6.0	1.0	6.4	-5.9	6.2	18.1	i	-2.6	-7.2
Cc1ccc(N(CC(=O)NC2CCCCC2)C(=O)CNC(=O)c2ccco2)c(C)c1	1.0	-0.3	9.4	-1.1	-0.5	0.4	i	6.6	-1.0
Cc1cc(Cl)ccc1OC(C)C(=O)Nc1ccc(C(=O)Nc2ccccc2C(=O)O)cc1 (centres undefined)	16.3	-1.2	-7.1	2.4	4.5	4.4	i	3.5	-5.6
Cc1ccc(NC(=O)C2CCN(S(=O)(=O)c3ccc4[nH]c(=O)oc4c3)CC2)cc1F	-2.0	0.0	-4.6	6.3	-2.2	2.6	i	3.0	-2.9
CC(C)c1cc(NCCN2CCOCC2)n2c(nc3ccccc32)c1C#N	-1.2	-1.3	-2.3	-6.8	0.8	-1.8	+	-0.4	-3.9
O=C(CNC(=O)c1ccc(Cl)cc1Cl)OCc1nc2ccccc2s1	6.6	0.0	-12.1	-1.5	-1.7	2.1	i	-1.8	-3.5
CC(=O)c1c(C)n([O-])c2cc(C)ccc2[n+]1=O	-1.4	2.2	-11.8	0.2	-3.9	-18.5	i	-0.8	0.1
Cc1ccc(NC(=O)CSc2nnc(Cn3c(=O)sc4ccccc43)n2C)cc1	-2.2	-0.4	-0.8	8.3	5.3	2.5	i	-2.8	-7.3
Cc1nc2ccc(S(=O)(=O)N(C)CC(=O)N3CCc4ccccc4C3)cc2s1	-2.3	-0.4	-7.9	-4.9	-0.8	-11.8	i	-0.3	-3.4
CCOC(=O)CNC(=O)C1CCC(CNS(=O)(=O)c2cccc3nsnc23)CC1 (centres undefined)	-8.3	0.4	-5.1	0.1	-2.3	0.9	i	0.1	-9.4
Cc1csc2ncc(C(=O)NC(C)c3ccccc3)c(=O)n12 (centres undefined)	15.0	3.4	2.4	-17.3	-4.8	7.7	.	4.0	-3.3
Cn1cc(Cl)c(C(=O)OCC(=O)Nc2ccc(S(N)(=O)=O)cc2)n1	-3.4	-1.0	-0.6	3.1	-0.1	6.2	i	3.4	-6.0
CCN(CC(=O)Nc1c(F)cccc1F)C(=O)CNC(=O)C1CCCCC1	-5.2	-1.3	2.0	5.1	-4.2	8.3	i	0.9	0.9
COC(=O)/C(=C1/Oc2cc(C)oc(=O)c2S1)C(F)(F)F	8.2	1.9	2.2	2.3	3.9	-0.9	i	-17.2	-3.9
O=C(Nc1ccc(C(=O)N2CCCCC2)cc1)c1ccc(Br)cc1	3.4	1.1	4.6	-2.3	2.5	-6.9	i	-1.5	-1.3
O=C(N/N=C/c1ccc[nH]1)c1ccc([N+](=O)[O-])cc1	-5.0	4.5	-7.7	2.7	-0.2	2.8	i	3.8	-4.5
COc1ccc(SCCCn2c(=O)c3c(ncn3C)n(C)c2=O)cc1	9.6	-1.0	6.7	-1.8	7.7*	8.2	i	2.3	-1.0
CCOC(=O)c1c(C)[nH]c(C=C2C(=O)CCCC2=O)c1O	-10.8	0.2	-14.2	-10.1	1.0	4.8	i	-13.2	-2.4
c1ccc(-c2noc(C34CC5CC(CC(C5)C3)C4)n2)cc1	19.2	-0.9	2.7	-5.7	-6.1	5.0	i	-0.4	0.9
CCNc1ccc(S(N)(=O)=O)cc1[N+](=O)[O-]	-11.4	2.6	6.1	10.1	-7.2	12.1	i	-2.4	-3.2
COc1ccc([N+](=O)[O-])cc1NC(=O)CCS(=O)(=O)c1ccc(Br)cc1	34.8	0.6	-1.1	-7.2	-2.9	-5.6	i	7.7	-3.4
Cc1cccc(C)c1Nc1nnc(SCC(=O)Nc2ncc(C(F)(F)F)cc2Cl)s1	20.8	-0.4	-7.1	1.9	-1.6	1.4	i	-3.0	-9.3
CC(NS(=O)(=O)c1ccc(OCC(=O)N2CCOCC2)c(Cl)c1)c1ccccc1 (centres undefined)	-9.0	-1.1	15.2	-4.1	-0.7	37.6*	i	1.9	-2.4
(continued)
SMILES	FAS-TE inh	MsrA inhibitor	CendR NRP1 mod	eLon inh	Rin1 Abl inh	SKN-1 inh	Neddylation inh	MT1-MMP act inh	bovine MsrA act
O=C1CN(C(=O)OCc2ccccc2)c2ccccc2N1	-2.1	0.6	-2.4	-4.4	0.3	3.9	i	1.2	-2.9
Cc1cccc(NC(=O)c2cccc(NC3=NC4CS(=O)(=O)CC4S3)c2)c1 (centres undefined)	-2.1	-0.1	0.0	-2.6	-0.5	-2.5	i	-1.6	-2.2
CCN(CC)S(=O)(=O)c1ccc(NC(=O)COC(=O)c2ccc(-n3nc(C)cc3C)cc2)cc1	18.3	0.5	-8.4	-7.5	2.2	14.1	i	-1.8	0.5
c1ccc(-n2nnnc2SCc2cn3cccnc3n2)cc1	-7.8	-0.2	3.5	-0.3	0.6	8.4	.	-2.0	2.0
Cc1ccc2c(c1)c1c3n2CCN(C=O)C3CCC1 (centres undefined)	-0.6	0.3	-2.4	-12.3	-2.9	5.1	i	0.0	-5.8
O=C(O)c1ccc2c(=O)n3c(nc2c1)/C(=C/c1ccc(OC(F)F)cc1OC(F)F)CC3	0.4	-0.1	1.0	0.8	1.0	31.5	+	0.6	-2.1
COC(=O)c1c(NC(=O)c2ccco2)sc2c1C(C(=O)OC)CC2 (centres undefined)	2.3	1.9	-12.9	-4.5	-5.8	11.6	i	4.8	-5.8
Cc1ccc(NC(=S)NCCN2CCOCC2)cc1F	-2.7	1.3	-2.6	1.1	3.4	-9.6	i	1.5	-6.3
CC1=C(C(=O)N2CCOCC2)CC(CC(=O)NCc2cccc3ccccc23)C(=O)N1Cc1ccccc1 (centres undefined)	-2.7	0.2	-1.2	7.2	-1.9	12.3	i	0.1	-1.9
CCOc1ccc(CCNC(=O)COC(=O)/C=C/c2ccc(C)o2)cc1OCC	-0.4	2.0	-20.5	-8.8	-2.9	-2.1	i	-0.2	-2.4
CCN(CC)CCn1c(=N)n(CCOc2ccccc2)c2ccccc21	-5.0	-0.3	-1.1	2.3	3.4	3.5	i	-1.4	-0.7
COc1ccc(Br)cc1/C=N/Nc1ccc(Cl)c(C(=O)O)c1	4.5	1.4	7.3	1.6	4.4	-1.8	+	0.4	-3.0
COc1ccc(-c2csc(Nc3ccc(S(=O)(=O)Nc4cc(OC)nc(OC)n4)cc3)n2)cc1	14.2	0.5	-9.8	1.9	1.0	10.3	i	6.5	-7.6
